FBW7 act = activators of human E3 ligase FBW7 | 0.13% of 650,000 active | AlphaScreen FBW7–phospho-cyclin E peptide binding, activator screen | Q969H0 | normalized activity (activation), % at 26.1 µM | AID 1259310; in the data active = normalized activity above about 1.9%;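 note: purified mutant Fbw7 with reduced substrate affinity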
TEAD-YAP block = TEAD-YAP interaction inhibition | 1.4% of 640,000 active | AID 1259422 | inhibition, % at 9.12 µM | HEK-TIYL cells, TEAD-Gal4/YAP UAS-luciferase luminescence; in the data active = inhibition above about 32%;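 note: 0% = median of test compound wells and 100% = reference inhibitor wells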
GPR151 ag = activators of human GPR151; PathHunter beta-arrestin GPR151 cells, luminescence; 1% of 650,000 active; Q8TDV0; activation, % at 11.2 µM; AID 1508602; in the data active = activation above about 4.9%;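 note: 0% = median of compound wells and 100% = cells with positive control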
Target sequence (Q8TDV0 whole entry, looked up): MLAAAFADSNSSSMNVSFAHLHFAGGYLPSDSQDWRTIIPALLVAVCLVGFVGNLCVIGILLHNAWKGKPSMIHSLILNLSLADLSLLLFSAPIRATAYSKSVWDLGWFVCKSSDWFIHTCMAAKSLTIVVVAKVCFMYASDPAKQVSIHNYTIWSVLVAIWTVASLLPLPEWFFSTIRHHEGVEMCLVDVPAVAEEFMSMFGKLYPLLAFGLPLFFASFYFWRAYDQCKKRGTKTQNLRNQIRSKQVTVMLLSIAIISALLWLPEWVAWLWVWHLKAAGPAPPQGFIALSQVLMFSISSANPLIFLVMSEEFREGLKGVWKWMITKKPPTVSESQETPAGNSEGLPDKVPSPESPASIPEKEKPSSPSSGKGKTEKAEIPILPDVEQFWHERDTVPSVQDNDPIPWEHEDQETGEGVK
MITF primary = inhibitors of human MITF | inhibition, % at 2.6 µM | 0.91% of 650,000 active | AID 1259374 | O75030 | AlphaScreen MITF homodimerization, bead proximity signal; in the data active = inhibition above about 50%;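 note: 0% = vehicle wells with protein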
Target sequence (O75030 whole entry, looked up): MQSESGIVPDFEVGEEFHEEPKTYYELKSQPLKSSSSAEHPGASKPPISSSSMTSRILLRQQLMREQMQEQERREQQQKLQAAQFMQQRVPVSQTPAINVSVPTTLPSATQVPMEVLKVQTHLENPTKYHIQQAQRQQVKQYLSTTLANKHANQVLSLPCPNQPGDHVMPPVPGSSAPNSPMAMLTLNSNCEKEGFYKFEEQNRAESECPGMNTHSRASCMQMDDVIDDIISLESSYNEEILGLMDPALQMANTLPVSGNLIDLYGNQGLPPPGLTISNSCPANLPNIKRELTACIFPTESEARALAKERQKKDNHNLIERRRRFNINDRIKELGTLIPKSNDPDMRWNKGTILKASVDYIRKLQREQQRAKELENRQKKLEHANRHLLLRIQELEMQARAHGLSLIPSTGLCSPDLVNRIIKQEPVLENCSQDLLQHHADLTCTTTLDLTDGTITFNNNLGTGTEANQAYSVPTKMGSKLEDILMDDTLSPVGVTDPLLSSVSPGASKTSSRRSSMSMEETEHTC
Numbers without * were called inactive.

SMILES	FBW7 act	TEAD-YAP block	GPR151 ag	MITF primary
Cc1cccn2cc(COc3ccc(Cl)c4cccnc34)nc12	-0.1	-23	-1.8	3
Cc1ccc2c(c1)N(CCCC(=O)N1CCN(c3cc(Cl)ccc3C)CC1)C(=O)CO2	-0.2	11	0.5	-3
Cc1onc(C(=O)N2CCOCC2)c1[N+](=O)[O-]	0.0	-2	-1.3	-2
CCC1Sc2cc(S(=O)(=O)CCC(=O)N(CC)c3cccc(C)c3)ccc2NC1=O (stereo unspecified)	0.3	22	3.4	4
CCCC1(C2CCN(C(=O)C3CC=CCC3)CC2)NC(=O)N(CCc2ccccn2)C1=O (stereo unspecified)	-0.1	-12	-0.9	4
CCOC(=O)C1=C(C)NC2=C(C(=O)CC(C)(C)C2)C1c1ccncc1 (stereo unspecified)	-0.1	9	0.1	3
N#C/C(=C/c1ccc(N2CCCCC2)c([N+](=O)[O-])c1)C(N)=O	-0.4	11	0.5	3
CC1(Cc2ccc(Br)cc2)C(=O)OC(c2ccc(Cl)cc2)C(C)(C)C1=O (stereo unspecified)	-0.1	-3	0.8	9
O=C(O)/C=C/C(=O)NNc1ccc([N+](=O)[O-])cc1	-0.1	-3	0.6	9
O=C(NCC(c1cccs1)N1CCOCC1)Nc1ccc(Cl)cc1 (stereo unspecified)	-0.1	5	0.6	1
O/N=C/c1cn(-c2ccccc2)nc1-c1cccs1	-0.3	2	1.8	-6
O=C(Nc1cccc(O)c1)c1cc(-c2ccccc2F)no1	0.0	-14	0.9	-6
O=c1c(-c2ccc(Cl)cc2)coc2c(CN3CCOCC3)c(O)ccc12	0.5	1	0.3	13
CC(=O)Nc1ccc(NC(=O)C2(c3ccccc3)CCCC2)cc1	0.2	-10	1.8	5
CCOCC(=O)NCc1nnnn1-c1ccc(F)cc1	0.4	2	-0.1	4
COCCNC(=O)CN(C(=O)CCC(=O)Nc1nccs1)c1ccccc1C	0.0	2	-1.7	-8
CN(Cc1ccccc1)S(=O)(=O)c1ccc(C(=O)Nc2nc3c(s2)Cc2ccccc2-3)cc1	-0.1	2	0.0	-6
COc1ccc(-n2cnc3cc(C(=O)NCCc4ccccc4)ccc32)cc1	-0.1	-7	-0.9	-11
Cc1ccccc1N1C(=O)C2ON(c3ccccc3)C(c3ccc(N(C)C)cc3)C2C1=O (stereo unspecified)	-0.1	-1	0.7	12
Cc1ccc(S(=O)(=O)NC(=O)Nc2ccc(I)cc2)cc1	-0.1	-4	0.2	-17
O=C(NNc1nc(-c2ccccc2)c2cc(Cl)ccc2n1)c1ccc(Cl)cc1	0.1	-5	0.8	-7
Cc1ccc(C(=O)Nc2cccc([N+](=O)[O-])c2)cc1S(=O)(=O)N1CCCC1	0.5	-28	0.1	5
CC(C)(C)NC(=O)NC(=O)CSc1nnc(Nc2ccccc2)s1	0.0	-2	0.5	-3
Cc1ccc(S(=O)(=O)Nc2ccc(O)c3ccccc23)cc1[N+](=O)[O-]	-0.7	-9	-0.9	8
O=C(NCCc1ccc(O)cc1)c1cncc(-c2ccc(N3CCOCC3)nc2)c1	-0.1	5	0.7	8

Sorted by molar mass (rising): part of the list above.
SMILES	FBW7 act	TEAD-YAP block	GPR151 ag	MITF primary
O=C(O)/C=C/C(=O)NNc1ccc([N+](=O)[O-])cc1	-0.1	-3	0.6	9
N#C/C(=C/c1ccc(N2CCCCC2)c([N+](=O)[O-])c1)C(N)=O	-0.4	11	0.5	3
Cc1ccc(S(=O)(=O)Nc2ccc(O)c3ccccc23)cc1[N+](=O)[O-]	-0.7	-9	-0.9	8
COc1ccc(-n2cnc3cc(C(=O)NCCc4ccccc4)ccc32)cc1	-0.1	-7	-0.9	-11
O=C(NCCc1ccc(O)cc1)c1cncc(-c2ccc(N3CCOCC3)nc2)c1	-0.1	5	0.7	8
O=C(NNc1nc(-c2ccccc2)c2cc(Cl)ccc2n1)c1ccc(Cl)cc1	0.1	-5	0.8	-7

(listing goes on)
SMILES	FBW7 act	TEAD-YAP block	GPR151 ag	MITF primary
O=C(NC(=S)Nc1cccnc1)c1ccc(F)cc1	0.2	-27	-0.2	7
CC(C)C(=O)c1cc2c(cc1[N+](=O)[O-])OCCO2	0.4	0	-0.6	7
CCSc1ccccc1C(=O)NCCc1csc2nc(C)cc(=O)n12	-0.1	2	-0.3	1
CCOC(=O)CN1C(=O)C(O)(CC(=O)c2ccc(OC)c([N+](=O)[O-])c2)c2ccccc21 (stereo unspecified)	0.2	16	1.5	-5
CC(C)NC(=O)CSc1nnc(-c2c[nH]c3ccccc23)n1C	0.0	-3	-0.5	11
Cc1[nH]c2ccccc2c1C1=CCN(S(=O)(=O)c2ccccc2)CC1	0.0	10	0.6	2
COc1ccc(OCC(O)Cn2c(N3CCCC3)nc3c2c(=O)[nH]c(=O)n3C)cc1 (stereo unspecified)	0.7	12	-1.3	14
CCCC(=O)Nc1nc2c(s1)CC(C)CC2 (stereo unspecified)	0.6	-50	-1.8	11
O=C1NCCCC1C(=O)NCCN1C(=O)CCC1=O (stereo unspecified)	-0.1	1	-0.5	-5
COc1ccc(-c2cnn3c(N4CCN(C)CC4)ccnc23)cc1	-0.3	-67	0.1	-5
CC1(NS(=O)(=O)c2ccc(Cl)cc2)CCS(=O)(=O)C1 (stereo unspecified)	-0.2	-3	-0.8	-13
COc1cc(NC(=O)c2cccc(-n3cc(NC(=O)Nc4cc(C)ccc4F)cn3)c2)cc(OC)c1OC	0.2	-2	0.9	1
COc1ccc(-c2noc(CC#N)n2)cc1	0.9	-17	-1.5	19
O=C(CC(NS(=O)(=O)c1ccc(Br)cc1)c1cccs1)NC1CC1 (stereo unspecified)	0.1	8	0.8	21
Cc1ccc(-n2c(O)c(/C=N/c3ccccn3)c(=O)[nH]c2=O)cc1	-0.1	0	0.2	2
CC1(C)CC(=O)C2=C(C1)N(c1cc(Cl)cc(Cl)c1)C1=C(C(=O)CC(C)(C)C1)C2c1ccccc1	0.1	4	-2.0	12
NS(=O)(=O)c1ccc(-c2ccc(/C=C3\C(=O)Nc4cc(Cl)ccc43)o2)cc1	-0.2	2	0.7	-5
O=C(Nc1ccccc1)c1cnc(Nc2nccc3ccccc23)s1	0.2	-60	-0.5	10
CCCC1=NN2C(=N)/C(=C/c3ccc(OCCOc4ccccc4OC)c(OCC)c3)C(=O)N=C2S1	-0.1	7	-0.4	1
C/C(=N\NC(=O)CNC(=O)c1ccco1)c1cc(O)ccc1O	0.0	7	0.1	1
O=C1CC(C2CCCO2)C(=O)N1c1cccc(C(F)(F)F)c1 (stereo unspecified)	0.3	-5	-1.3	-1
Cc1cc(NC(=O)C(CC(C)C)NS(=O)(=O)c2ccc3nc(C)sc3c2)n[nH]1 (stereo unspecified)	-0.2	7	0.7	-12
Cc1cccc(-c2nc3ccccc3c(=O)n2CC(=O)Nc2ccc(C)c(F)c2)c1	0.0	-13	1.9	18
Cc1ccc(CCNC(=O)Cn2ncc3c(=O)oc4ccc(C)cc4c32)cc1	-0.1	3	0.8	-5
CNC(=S)NNC(=O)c1ccc2c(c1)OCO2	-0.2	-6	2.3	-2

The closing two entries of the part above are carried over, then new ones follow.
SMILES	FBW7 act	TEAD-YAP block	GPR151 ag	MITF primary
Cc1ccc(CCNC(=O)Cn2ncc3c(=O)oc4ccc(C)cc4c32)cc1	-0.1	3	0.8	-5
CNC(=S)NNC(=O)c1ccc2c(c1)OCO2	-0.2	-6	2.3	-2
COc1ccc(CC(=O)Nc2ncc3ccc(-c4cn[nH]c4)cc3c2F)cc1	-0.1	5	-0.1	7
COc1cc(/C=N/NC(=O)c2cc(-c3ccc4ccccc4c3)n[nH]2)cc(OC)c1O	-0.1	-64	1.2	-4
C#CCSc1nc2ccccc2c(=O)n1C	0.1	9	0.6	-24
Cc1cc(NC(=O)CCC(=O)N(CC(=O)NC2CCCC2)c2ccccc2)no1	0.2	-10	2.0	-1
O=C(COc1ccccc1)N/N=C/c1cccc2ccccc12	0.1	2	0.8	12
CCOc1ccccc1CN1CCN(Cc2cc(OC)c(O)cc2Cl)CC1CCO (stereo unspecified)	0.0	7	-0.4	9
O=C(CC(NC(=O)c1ccccc1Cl)c1ccccc1)NNC(=O)c1ccccc1F (stereo unspecified)	0.4	9	1.1	12
COc1cc([N+](=O)[O-])ccc1NC(=S)NC(=O)Cc1ccccc1	-0.1	-5	-1.2	2
Cc1ccc(OCCCC(=O)Nc2ccc(S(N)(=O)=O)cc2)cc1	0.1	-2	-1.0	14
O=[N+]([O-])c1ccc(NCCCO)c(C(F)(F)F)c1	0.0	-2	0.3	-8
O=C(Nc1ccccc1Cl)c1cnn2c(C(F)(F)F)cc(-c3ccco3)nc12	0.2	-10	-1.0	20
CCc1ccc(CNc2ccc(NC(C)=O)cc2)cc1	0.0	-11	-0.1	-5
CC1=C(C(=O)Nc2cc(C)ccn2)C(c2cc([N+](=O)[O-])ccc2Cl)C2=C(CCCC2=O)N1 (stereo unspecified)	-0.2	9	-1.0	4
Cc1ccc(NC(=S)NCc2cccnc2)c(C)c1	-0.2	-5	0.4	-6
O=C(NC1CCN(Cc2ccccc2)CC1)c1csc(Nc2cccnc2)n1	0.3	5	-0.8	5
CC(CCn1cccn1)N1CCC(Oc2cccc(C(=O)NCc3cccnc3)c2)CC1 (stereo unspecified)	0.0	-2	1.0	8
COc1cc(NC(=O)c2nn3c(C(F)(F)F)cc(-c4ccc(Br)cc4)nc3c2Cl)c(OC)cc1Cl	-0.1	-4	-0.3	3
CCOc1cc(C2C(C(=O)OCCSCC)=C(C)NC3=C2C(=O)CCC3)ccc1OC(C)=O (stereo unspecified)	0.3	0	0.8	3
O=C1CSC(c2ccc(F)c(F)c2)N1c1ccccc1F (stereo unspecified)	-0.1	-2	-0.1	-2
C=CCn1c(SCC(=O)Nc2sc(C)c(C)c2C(=O)OCC)nc2scc(-c3ccc(C)cc3)c2c1=O	0.0	-7	-1.9	-10
Cc1ccc(/C=C2/SC(=Nc3ccccc3)NC2=O)c(C)c1	0.0	0	1.2	11
COC(=O)c1cc(OC)c(OC)cc1NC(=O)c1ccccc1I	-0.2	0	0.9	-2
O=C(Nc1nnc(-c2ccccc2Cl)o1)c1ccccc1	-0.1	1	-0.7	-2
Cc1cc(C)c(NC(=O)CN2CCC(NC(=O)NC3CCCCC3)CC2)c(C)c1	0.2	6	0.1	-7
COc1cc2ccccc2cc1C(=O)Nc1ccc2oc(-c3cccc(C)c3)nc2c1	0.2	-4	1.4	-7

One compound at a time (already shown). Values in the order: FBW7 act | TEAD-YAP block | GPR151 ag | MITF primary
Record of O=C(Nc1nnc(-c2ccccc2Cl)o1)c1ccccc1 : -0.1 | 1 | -0.7 | -2
Record of COc1ccc(CC(=O)Nc2ncc3ccc(-c4cn[nH]c4)cc3c2F)cc1 : -0.1 | 5 | -0.1 | 7
Record of CC(CCn1cccn1)N1CCC(Oc2cccc(C(=O)NCc3cccnc3)c2)CC1 (stereo unspecified) : 0.0 | -2 | 1.0 | 8

(further entries)
SMILES	FBW7 act	TEAD-YAP block	GPR151 ag	MITF primary
Cn1cc(S(=O)(=O)N2CCN(Cc3ccccc3)CC2)c(=O)n(C)c1=O	0.9	8	0.0	1
C=CCc1ccccc1OCC(=O)N/N=C/c1ccccc1	0.0	51*	0.3	-6
CCOc1ccc(C2C(C#N)=C(N)Oc3c2ccc(=O)c2c(C)oc(C)c32)cc1 (stereo unspecified)	-0.1	-3	0.5	9
CC(NC1CC1)C(=O)Nc1ccccc1-c1ccccc1 (stereo unspecified)	0.1	-12	1.5	8
Cc1ccc(CNC(=O)CSc2ncc(-c3ccccc3)[nH]2)cc1	-0.1	7	-1.1	1
CCc1ccc(-c2nn(-c3cc(N4CCOCC4)ccc3[N+](=O)[O-])c(=O)c3ccccc23)cc1	-0.1	2	-0.6	14
Cc1ccc(C)c(N2CCN(C(=O)c3cc4cc([N+](=O)[O-])ccc4oc3=O)CC2)c1	0.1	3	-0.7	10
COc1ccccc1NC(=O)c1c(NC(=O)c2ccccc2)sc(-c2ccccc2)c1C	0.0	2	1.0	2
CCCCSc1nc(-c2ccc(C)cc2)cc(-c2ccc(Cl)cc2)c1C#N	0.2	2	1.4	-15
CCCOC(=O)C1=C(C)NC2=C(C(=O)C(C(=O)OC)C(C)C2)C1c1ccccc1[N+](=O)[O-] (stereo unspecified)	0.5	-25	1.4	3
CC(C)Oc1cccc(C(=O)Nc2ccc3oc(-c4ccncc4)nc3c2)c1	-0.1	-3	0.2	-5
Cc1ccccc1CN1CCNC(=O)C1CC(=O)N(C)C(C1CC1)C1CC1 (stereo unspecified)	0.0	-6	0.7	11
COc1ccc(/C=C/C(=O)Nc2ncn[nH]2)cc1OC	-0.1	-1	-0.3	3
O=C(NC1CCN(Cc2ccccc2)CC1)c1csc(N2CCCC2CO)n1 (stereo unspecified)	0.1	-2	-0.5	19
CCN1C(=O)C(C)(C)COc2cc(NC(=O)c3ccc(Cl)cc3)ccc21	0.1	2	0.2	0
CCN(CC)C(=O)/C(=C/c1ccc2c(c1)OCO2)NC(=O)c1ccccc1OC	-0.1	-16	0.6	5
Cc1[nH]nc2nc(SCC(=O)NCc3ccco3)n(-c3ccc(Br)cc3)c(=N)c12	-0.5	6	-0.3	24
O=C(Nc1ccc([N+](=O)[O-])cc1)c1cc2ccccc2o1	-0.1	-50	0.9	-13
O=C(Nc1ccc2c(c1)C(=O)OC2)c1ccncc1	-0.1	-5	1.8	-4
COc1ccc2oc(=Nc3ccc(C(=O)O)cc3)c(C(=O)Nc3ccccc3)cc2c1	-0.4	-74	1.9	0
CC1=CC(=C2C(=O)c3ccccc3C2=O)C=C(C)N1C(C)C	0.1	67*	-4.7	18
NC(=O)NC(=O)/C=C/c1ccccc1O	-0.2	-23	-0.2	1
Cc1cc(NC(=O)COC(=O)c2ccc(Cl)c(S(N)(=O)=O)c2)no1	-0.1	5	-0.3	0
O=C(CSc1nc2ccccc2o1)Nc1cccc(C(F)(F)F)c1	-0.3	-1	0.6	-2
